Source: PubChem BioAssay
SUMO Mot1 rescue: inhibitors of SUMOylation pathway: yeast Mot1-301 growth rescue; S. cerevisiae Mot1-301 growth rescue, ATP luminescence, 38.5C; percent above DMSO median, 100 means doubled; growth rescue, % at 18.8 µM; hit rate 1% among 320,000; AID 2716;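 active = every valid replicate shows activation above 250% relative to neutral control wells; inactive = the rest, any valid replicate at or below 250%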;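 note: OY570 slx delta 5 strain wells were the positive control but not used for scaling; some compounds called inactive have numbers as strong as hits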
CDK5 p35 inh: inhibitors of human CDK5/p35 kinase; Q00535+Q15078; inhibition, % at 10 µM; hit rate 0.01% among 330,000; Recombinant CDK5/p35, ADP-Glo luminescence, 60 min;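 active = highest replicate inhibition of at least 50% and at least 75% of replicates reaching 50%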;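 note: plate controls were DMSO neutral control for no effect and GW8510 at 10 µM for full effect; many of its hits are not listed in these tables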
Target sequence (Q00535 whole entry, looked up): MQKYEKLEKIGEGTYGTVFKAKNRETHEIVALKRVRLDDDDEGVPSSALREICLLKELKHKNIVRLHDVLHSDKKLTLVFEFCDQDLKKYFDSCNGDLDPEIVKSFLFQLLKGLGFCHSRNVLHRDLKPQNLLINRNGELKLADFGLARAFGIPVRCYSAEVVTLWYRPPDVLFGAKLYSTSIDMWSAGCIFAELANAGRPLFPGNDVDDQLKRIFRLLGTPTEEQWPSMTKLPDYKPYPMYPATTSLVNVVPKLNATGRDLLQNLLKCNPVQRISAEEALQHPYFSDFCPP
Target sequence (Q15078 whole entry, looked up): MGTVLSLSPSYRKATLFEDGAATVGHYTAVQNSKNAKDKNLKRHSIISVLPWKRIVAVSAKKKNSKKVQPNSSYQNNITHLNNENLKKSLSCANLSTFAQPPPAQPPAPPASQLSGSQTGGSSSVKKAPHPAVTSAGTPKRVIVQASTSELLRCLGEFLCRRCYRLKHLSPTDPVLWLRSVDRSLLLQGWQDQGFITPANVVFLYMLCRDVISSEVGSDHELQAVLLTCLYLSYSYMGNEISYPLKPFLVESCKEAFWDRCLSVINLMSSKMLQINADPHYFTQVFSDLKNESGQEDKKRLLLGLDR
PKA-R1A act: activates the PKA-R1A holoenzyme complex; P00514+P68181; PKA-R1A dissociation, Cy5-IP20 fluorescence polarization; scaled: DMSO 0%, 113 µM cGMP 100%; activation, % at 11.4 µM; hit rate 0.083% among 340,000;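 active = percent activation above the mean of all tested compounds plus 3 SD, cut at about 19% in these data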;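 note: higher means more PKAc released from R1A so a rise in polarization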
phage Ecoli inh: E. coli growth loss with phage present; growth absorbance; inhibition, % at 11.9 µM; hit rate 0.26% among 360,000; in the data active = inhibition above about 11%
PKA-R2B activ: activates the human PKA-R2B holoenzyme complex; P22694+P31323; PKA-R2B holoenzyme dissociation, Cy5-IP20 fluorescence polarization; R2B truncated from residue 108, S112A mutant; 0% DMSO only, 100% 113 µM cGMP; activation, % at 11.4 µM; hit rate 0.079% among 340,000; AID 504700;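 active = activation above a cutoff set at the mean over all compounds plus 3 SD, cut at about 18% in these data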;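 note: higher means more holoenzyme dissociation and a rise in polarization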
HTR5A ag ctr: activates human HTR5A in OPRM1-OPRD1 agonist counter-screen | activation, % at 9.3 µM | AID 504692 | P47898 | hit rate 0.61% among 340,000 | HTR5A agonist assay, luminescence, cell-based; in the data active = activation mostly above about 9.5%, no sharp cut-off; inactive = mostly below about 7.6%;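 note: 0% = cells with vehicle only and 100% = reference agonist; strong numbers were not always called active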
Target sequence (P47898 whole entry, looked up): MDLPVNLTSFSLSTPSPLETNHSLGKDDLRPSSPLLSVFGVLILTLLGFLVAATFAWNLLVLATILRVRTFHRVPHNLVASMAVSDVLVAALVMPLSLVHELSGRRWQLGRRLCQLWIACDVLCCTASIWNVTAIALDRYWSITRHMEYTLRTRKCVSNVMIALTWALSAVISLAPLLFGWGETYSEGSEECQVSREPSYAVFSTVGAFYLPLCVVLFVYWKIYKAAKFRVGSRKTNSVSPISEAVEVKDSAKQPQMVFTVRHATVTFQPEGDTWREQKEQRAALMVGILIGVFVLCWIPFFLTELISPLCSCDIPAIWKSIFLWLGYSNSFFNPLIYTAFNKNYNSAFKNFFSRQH
Tat transport: inhibitors of E. coli Tat protein transport. E. coli MC4100 TorA-mCherry Tat export, fluorescence. inhibition, % at 10 µM. hit rate 0.036% among 340,000. AID 488895;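 active = mean replicate inhibition at least 50% and at least half of replicates individually reaching 50%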;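 note: exported cargo escapes ClpAP degradation while cytoplasmic cargo is degraded and loses fluorescence; 0% = median of neutral control wells and 100% = median of NaSCN control wells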
AddAB inh: less growth of phage-infected E. coli with AddAB; hit rate 0.29% among 330,000; inhibition, % at 11.9 µM; E. coli expressing H. pylori AddAB, absorbance growth; in the data active = inhibition above about 12%;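 note: 0% = vehicle wells of infected cells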
HTR5A inv ag: HTR5A inverse agonism, opioid heterodimer counter-screen; inhibition, % at 9.3 µM; P47898; AID 504634; hit rate 0.083% among 340,000; HTR5A cell line, luminescence; in the data active = inhibition mostly above about 23%, no sharp cut-off; inactive = mostly below about 18%;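 note: 0% = cells with DMSO and 100% = no-cell wells with DMSO; some compounds called inactive have numbers as strong as hits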
DAGLB inhibitor: diacylglycerol lipase beta (human) inhibition; AID 504411; HEK293T DAGLB membrane lysate, EnzChek fluorogenic substrate; inhibition, % at 5.17 µM; hit rate 0.059% among 340,000; in the data active = inhibition above about 34%;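 note: 0% = enzyme with vehicle and 100% = wells lacking enzyme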
Ecoli viability: bacterial growth inhibition, counter-screen for AddAB inhibitors | inhibition, % at 11.9 µM | AID 449728 | E. coli V3065 growth, OD600 absorbance, 18 h | hit rate 0.27% among 330,000;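 active = inhibition above the campaign's mean inhibition across all tested compounds plus 3 SD, cut at about 9.9% in these data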;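 note: uninfected addAB+ strain grown without phage in ampicillin broth; 0% = DMSO wells and 100% = ciprofloxacin 0.95 µg/ml wells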
The depositor's hits bear a star; · = not tested or not shown.

Molecule,SUMO Mot1 rescue,CDK5 p35 inh,PKA-R1A act,phage Ecoli inh,PKA-R2B activ,HTR5A ag ctr,Tat transport,AddAB inh,HTR5A inv ag,DAGLB inhibitor,Ecoli viability
N#Cc1c(N)n(-c2ccc(N)cc2)c2nc3ccccc3nc12,-23.1,1.4,-10.9,-1.8,4.6,-2.2,-12.9,-1.5,-12.8,1.7,1.5
O=C(Nc1ccc2oc(-c3ccccc3)nc2c1)c1ccncc1,6.7,1.5,-2.7,0.7,5.4,2.0,0.8,-0.9,-4.8,-0.6,-0.9
COc1ccc(CCNC(=O)C(=O)NCC2OCCN2S(=O)(=O)c2ccc(F)cc2)cc1 (stereo unspecified),-2.0,-1.8,-17.5,3.0,-13.1,7.0,17.8,0.7,-21.2,3.2,-1.1
O=C(NNC(=O)C12CC3CC(CC(C3)C1)C2)c1ccccc1F,-0.3,1.0,-18.3,0.1,-3.5,-8.3,-2.0,5.2,0.6,-2.0,1.7
CN(C)C1=NC[C@H](Cc2ccccc2)N1CC1CCC(C(C)(C)C)CC1 (stereo partly specified),314.7,1.7,4.5,·,6.6,3.8,7.3,2.6,-0.4,-1.0,0.0
Cc1cc([N+](=O)[O-])nn1Cc1ccc(C(=O)N/N=C/c2ccc(N(C)C)cc2)cc1,186.7,1.2,-10.8,2.2,-1.3,-5.7,-4.8,1.5,-7.8,0.7,-0.6
Cc1cccc(N2CCN(C(=O)c3ccc4[nH]c(C)c(C)c4c3)CC2)c1C,10.2,0.6,-0.6,3.8,-9.7,-2.3,6.8,0.8,9.0,1.2,0.0
COc1ccc(CNC(=O)c2c(C)cc(=O)oc2C)cc1,-14.2,-2.3,1.0,0.5,-2.1,-1.0,-7.4,-0.9,2.9,-1.4,0.7
CC(C)(C)NC(=S)Nc1ccc(Nc2ccccc2)cc1,9.4,0.1,-8.8,1.8,0.7,7.6,-0.9,3.3,-20.9,2.8,-0.4
COc1ccc(C(=O)N/C(=C/c2ccc(Cl)cc2)C(=O)NCc2ccncc2)cc1,-14.4,1.5,-6.2,2.0,-10.3,1.5,0.5,2.4,-4.0,3.0,0.9
CNC(=O)NC(=O)C(C)OC(=O)c1c(C)noc1C (stereo unspecified),8.4,0.8,-21.2,3.4,0.7,2.2,22.0,0.3,-5.7,4.0,-1.5
CCOc1ccccc1OC(C)C(=O)Nc1ccc(S(=O)(=O)N2CCCC2)cc1 (stereo unspecified),-11.0,-0.9,-2.6,-0.2,2.0,-1.9,3.8,6.5,-22.7,-3.1,0.9
Cc1ccc(S(=O)(=O)NCCCNS(C)(=O)=O)cc1,7.0,-1.5,-10.8,4.8,3.0,2.0,-0.4,3.0,7.1,-4.5,1.8
COc1ccccc1C1CC(=O)Oc2cc(C)c(Br)c(C)c21 (stereo unspecified),·,1.8,-1.0,2.0,1.6,1.0,-8.0,2.3,-3.8,-7.8,-0.4
CS(=O)(=O)c1ccc(Cl)c(NC(=O)C2CCCCN2S(=O)(=O)c2ccccc2)c1 (stereo unspecified),-10.5,0.6,-3.5,0.5,-0.8,0.5,4.0,0.3,-1.3,0.4,-0.9
Cc1ccccc1N1CCN(S(=O)(=O)c2cccs2)CC1,5.7,0.4,-7.6,5.4,-6.6,4.3,7.3,4.5,19.9,-7.8,3.1
COc1ccc(-c2n[nH]c(=S)n2Cc2ccco2)cc1,-1.6,1.1,-11.3,1.0,3.5,-0.2,5.8,1.4,-8.5,-1.2,-0.7
N/C(=N\OC(=O)c1ccccc1)C(C(=O)NOC(=O)c1ccccc1)C1CCCCC1 (stereo unspecified),·,3.1,16.8,4.2,0.7,5.8,5.0,·,-20.9,-2.9,·
Cc1ccc(NS(=O)(=O)c2cccc(C(=O)N3CCN(c4ncccn4)CC3)c2)cc1,99.4,0.8,-12.2,2.2,-4.3,3.0,-1.1,0.3,-10.9,0.1,1.1
Nc1nc(Nc2ccccc2)nc(N2CCCC2)c1[N+](=O)[O-],-2.9,20.6,2.1,6.9,2.9,2.4,-7.8,1.7,-9.0,0.3,-0.2
Cc1ccc(S(=O)(=O)N2CCC(=O)N(CCOCc3cccc(C)c3)CC2)cc1,10.5,0.9,2.3,-2.4,-8.8,9.4,-1.9,3.2,-0.6,-4.1,-0.7
CCOc1cc2c(cc1/C=C/C(=O)O)OC(C)C2 (stereo unspecified),-4.8,-1.1,7.1,2.5,4.7,7.6,9.8,3.9,-23.9,-1.8,-2.1
CCC(=O)Nc1cccc(NC(=S)NC(=O)Cc2ccccc2)c1,197.6,-0.1,4.3,3.0,-14.3,8.0,4.1,2.7,6.2,-2.3,0.8
CN1CCN(c2nc3ccccc3nc2NS(=O)(=O)c2ccc(Br)cc2)CC1,0.3,-0.3,4.7,2.5,6.7,-1.1,16.6,-2.1,4.6,3.6,-2.5
CCOC(=O)c1cnn2c(C(F)(F)F)cc(-c3cn(C)nc3C)nc12,·,-1.0,-0.9,0.6,-18.9,1.6,-4.5,2.6,0.0,-2.7,-0.6
CSc1ccc(/C=C/C(=O)c2ccc(NC(=O)Cc3ccccc3)cc2)cc1,17.0,-0.6,-5.7,-0.2,-0.2,-4.1,-7.7,0.0,6.6,1.4,0.1
O=C(Nc1ccc(C(=O)N2CCOCC2)cc1)c1ccccc1,·,2.3,1.4,1.0,0.6,5.8,3.4,·,-21.9,-2.1,·
CC(=O)n1cc([C@@H]2C=C(C(=O)O)O[C@H](OCc3ccc(CO)cc3)C2)c2ccccc21,-6.0,-0.1,-2.6,2.9,-4.9,5.6,-1.6,4.4,-15.0,1.9,0.3
O=C(COC(=O)COc1ccccc1)NC12CC3CC(CC(C3)C1)C2,35.6,-1.0,6.1,1.0,-2.5,-3.3,6.1,0.4,8.0,-3.2,0.0
O=C(NCc1ccc(Cl)cc1Cl)C(=O)N1CCCCC1,-12.2,-0.4,-5.9,2.3,-12.8,-0.7,0.1,0.7,-0.6,1.1,0.4
C=CCOC(=O)c1ccc(-n2cnc(C)n2)nc1,·,-0.5,1.6,4.7,0.1,2.5,-0.5,1.1,4.0,-4.4,1.1
Cc1ccc2[nH]c3c(=O)n(CCN4CCOCC4)cnc3c2c1,-3.6,0.4,4.8,3.5,-4.7,-1.2,-1.1,-0.5,7.0,-2.8,-1.8
CCSc1nc2sc3c(c2c(=O)[nH]1)CCCC3,25.1,0.4,-1.4,1.8,0.8,1.5,-1.2,0.3,-4.0,2.6,-1.2
COCCN(C(=O)COC(=O)/C=C/c1ccc(SC)cc1)c1c(N)n(Cc2ccccc2)c(=O)[nH]c1=O,·,1.0,1.1,-0.6,1.1,16.6,2.4,·,-46.1,3.1,·
O=C(NNS(=O)(=O)c1ccc(Br)cc1)c1ccccc1-n1cccc1,-23.0,2.3,-7.0,2.8,0.3,4.1,11.3,-0.5,-0.5,1.4,1.7
COc1ccc(C(=O)Nc2cccc(S(=O)(=O)N(C)C)c2)cc1S(=O)(=O)N1CCOCC1,·,1.9,-1.2,0.8,4.0,3.8,8.5,1.7,-13.2,-1.1,1.0
COc1cc(C(=O)NNC(=O)COc2ccccc2Cl)ccc1OCC(=O)N1CCOCC1,36.3,-0.3,1.4,-0.1,-1.7,-3.4,0.2,3.4,8.5,0.2,-1.4
COc1cc2c(c(OC)c1O)C(=O)CO2,5.4,-0.6,-3.3,2.1,-12.5,-0.8,-5.5,-0.3,3.0,-1.9,-0.8
COCCn1nnnc1C(c1cccc(C(F)(F)F)c1)N1CCOCC1 (stereo unspecified),-1.8,1.2,-7.5,1.9,-2.6,3.8,3.2,1.3,-10.4,0.0,-0.1
CN(c1ccccc1)S(=O)(=O)c1ccc(C(=O)Nc2ccncc2)cc1,-5.4,0.4,1.0,2.7,-4.7,-1.8,-0.3,-0.5,4.4,-1.4,0.8
CC(=O)Nc1ccc(NC(=O)[C@@H]2CCCN2S(=O)(=O)c2ccc3c(c2)OCCO3)cc1,-5.6,0.4,2.5,-0.5,5.2,2.9,-4.2,-2.6,-2.9,1.6,-2.2
O=C(CSc1nnc(CNc2ccccc2)o1)N1CCCc2ccccc21,-19.2,1.6,-13.4,0.5,-9.1,0.5,13.6,0.7,-16.4,1.5,0.7
CCOC(=O)c1ccccc1NC(=S)N1CCC(N2CCCCC2)CC1,191.6,-5.2,-13.4,2.6,-2.1,-2.5,-5.2,-1.4,-4.3,1.8,-3.1
CCCCC(CC)C(=O)NCc1ccc(F)cc1 (stereo unspecified),4.8,-0.1,-15.1,2.5,-11.3,0.0,1.0,2.1,0.0,-1.4,-0.3
CC(=O)N(/C=C1\SC(=S)N(c2ccccc2)C1=O)c1ccccc1,1.7,1.5,-0.3,1.9,-2.9,3.9,-7.0,-0.9,11.5,-1.5,-0.1
CCN(CC)CCN(C(=O)Cn1nnc(-c2ccc(C)o2)n1)C(C(=O)NC1CCCC1)c1ccc(F)cc1 (stereo unspecified),·,2.7,0.2,0.2,6.9,1.9,-3.3,·,-13.0,0.9,·
COc1cc2c(cc1OC)CN(S(=O)(=O)c1ccc(Cl)nc1)CC2,·,-3.0,-12.2,0.7,-2.6,0.2,30.4,·,-3.2,1.6,·
CN(CCOc1ccc(Cl)cc1)C(=O)Cc1ccc(S(=O)(=O)N2CCOCC2)s1,0.0,1.2,7.8,1.4,-3.4,-2.3,0.8,2.2,5.7,1.4,1.4
